Screening data deposited in PubChem BioAssay by The Scripps Research Institute Molecular Screening Center.
TEAD-YAP inh: TEAD-YAP interaction inhibition; HEK-TIYL cells, TEAD-Gal4/YAP UAS-luciferase luminescence; AID 1259422; inhibition, % at 9.12 µM; actives 1.4% (n = 640,000); in the data active = inhibition above about 32%;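 note: 0% = median of test compound wells and 100% = reference inhibitor wells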
FBW7 act: activators of human E3 ligase FBW7. AlphaScreen FBW7–phospho-cyclin E peptide binding, activator screen. AID 1259310. normalized activity (activation), % at 26.1 µM. actives 0.13% (n = 650,000); in the data active = normalized activity above about 1.9%;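 note: purified mutant Fbw7 with reduced substrate affinity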
MITF inh: blocks human microphthalmia-associated transcription factor. O75030. AlphaScreen MITF homodimerization, bead proximity signal. inhibition, % at 2.6 µM. actives 0.91% (n = 650,000). AID 1259374; in the data active = inhibition above about 50%;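 note: 0% = vehicle wells with protein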
Target sequence (O75030 whole entry, looked up): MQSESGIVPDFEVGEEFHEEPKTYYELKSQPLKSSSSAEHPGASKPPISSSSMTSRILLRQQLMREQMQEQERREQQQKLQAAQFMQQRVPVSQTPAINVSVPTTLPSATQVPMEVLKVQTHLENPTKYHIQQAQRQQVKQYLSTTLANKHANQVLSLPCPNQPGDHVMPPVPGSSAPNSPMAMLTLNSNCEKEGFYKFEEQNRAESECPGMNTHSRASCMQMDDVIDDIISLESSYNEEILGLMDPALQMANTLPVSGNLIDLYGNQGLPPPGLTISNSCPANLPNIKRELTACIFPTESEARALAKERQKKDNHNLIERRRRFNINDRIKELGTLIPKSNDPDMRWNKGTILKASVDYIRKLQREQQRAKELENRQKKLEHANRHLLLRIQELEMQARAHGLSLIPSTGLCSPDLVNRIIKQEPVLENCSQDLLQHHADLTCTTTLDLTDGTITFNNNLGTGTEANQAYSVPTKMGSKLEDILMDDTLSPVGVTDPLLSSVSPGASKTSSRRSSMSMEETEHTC
GPR151 activ: human GPR151 activation | actives 1% (n = 650,000) | activation, % at 11.2 µM | AID 1508602 | Q8TDV0 | PathHunter beta-arrestin GPR151 cells, luminescence; in the data active = activation above about 4.9%;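 note: 0% = median of compound wells and 100% = cells with positive control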
Target sequence (Q8TDV0 whole entry, looked up): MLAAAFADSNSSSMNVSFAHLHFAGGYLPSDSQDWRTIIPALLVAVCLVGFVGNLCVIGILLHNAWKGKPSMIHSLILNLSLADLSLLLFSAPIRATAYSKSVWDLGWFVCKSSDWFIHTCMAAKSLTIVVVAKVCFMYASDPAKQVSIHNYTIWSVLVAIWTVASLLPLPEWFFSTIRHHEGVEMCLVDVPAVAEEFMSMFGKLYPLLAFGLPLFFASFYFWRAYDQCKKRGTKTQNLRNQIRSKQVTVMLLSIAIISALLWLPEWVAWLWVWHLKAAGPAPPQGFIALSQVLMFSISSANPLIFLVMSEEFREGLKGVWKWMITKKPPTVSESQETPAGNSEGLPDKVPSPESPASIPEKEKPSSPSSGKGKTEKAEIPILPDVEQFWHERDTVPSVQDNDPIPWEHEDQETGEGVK
Active calls of the source: *; & = joins results of further samples.

Short keys: A = TEAD-YAP inh; B = FBW7 act; C = MITF inh; D = GPR151 activ
> COc1cc(/C=N/NC(=O)c2ccc(N3CCCC3=O)cc2)ccc1O
  A: -29	B: -0.1	C: 0	D: 2.1

> COc1cc(Nc2nc(NCCc3ccc(O)cc3)c3ncn(C4CCCCC4)c3n2)cc(OC)c1OC
  A: 3	B: 0.0	C: 2	D: 2.5

> O=C(C1CCCO1)N1CCN(C(=S)Nc2ccc(Br)cc2)CC1 (centres undefined)
  A: -1	B: 0.1	C: -11	D: 2.3

> O=C(CCc1nnc(-c2ccsc2)o1)N1CCCCC1c1nc2ccc(F)cc2[nH]1 (centres undefined)
  A: -1	B: 0.0	C: 7	D: 0.7

> COc1ccc(/C=C/C(=O)NCCc2ccc(F)cc2)cc1
  A: -10	B: -0.2	C: 6	D: 1.0

> CC1CCCCC1NC(=O)C1CCN(S(=O)(=O)c2ccc3c(c2)oc(=O)n3C)CC1 (centres undefined)
  A: -15	B: -0.2	C: -12	D: 1.2

> COc1ccc(CN2CCC3(CCC(CNC(=O)c4cccc(F)c4)O3)CC2)cc1OC (centres undefined)
  A: -10	B: 0.1	C: 7	D: 0.7

> Cc1ccc(N(CC(=O)NCCSc2ccccn2)S(=O)(=O)c2ccc(F)cc2)cc1
  A: -1	B: 0.5	C: 7	D: 1.3

> O=C(CSc1nsc(SCC(=O)Nc2ccc(Cl)cc2)n1)Nc1ccc(Cl)cc1
  A: -6	B: -0.1	C: -1	D: 1.4

> O=C(O)c1ccccc1NS(=O)(=O)c1cccc2nsnc12
  A: 6	B: 1.2	C: 8	D: -0.1

> COC(=O)C1(C)NC(c2ccccc2OC)C2C(=O)N(C)C(=O)C21 (centres undefined)
  A: 4	B: -0.2	C: -3	D: 1.0

> CC(=O)c1cccc(NC(=O)CCCOc2ccccc2)c1
  A: -24	B: 0.0	C: 2	D: -0.5

> O=C(COC(=O)c1ccc([N+](=O)[O-])o1)Nc1ccc2c(c1)OCCO2
  A: 7	B: 0.0	C: -4	D: 0.5

> Cn1c(=O)cc(SCC(=O)N2CCCC2)c2ccccc21
  A: -5	B: 0.0	C: 10	D: 0.5

> O=C(OCc1ccc(Cl)c(Cl)c1)c1cccnc1
  A: 7	B: 0.2	C: -18	D: -1.2

> Cc1ccc(C(C)C)c(OCCn2ccnc2C)c1
  A: -7	B: 0.1	C: 19	D: 0.7

> NC(=O)C1CCN(C(=O)COc2ccc([N+](=O)[O-])cc2)CC1
  A: 5	B: 0.2	C: 8	D: -0.3

> Cc1cccc2cc(C(c3nnnn3Cc3ccccc3)N3CCC(O)CC3)c(=O)[nH]c12 (centres undefined)
  A: -1	B: -0.1	C: 4	D: -0.1

> CCOc1ccc(/C=C2\SC(=S)NC2=O)cc1
  A: -7	B: -0.1	C: 3	D: -1.9

> O=C1NC2(CCCCCC2)C(=O)N1CCOc1cccc(Br)c1
  A: -5	B: -0.2	C: 2	D: -0.4

> CCCOc1ccc(C2C(=O)N(C3CCCCC3)CC(=O)N2CCCOCC)cc1OC (centres undefined)
  A: 0	B: 0.0	C: -2	D: -0.3

> CC(=O)NC(=O)c1cc2ccccc2oc1=Nc1cccc(C)c1
  A: -48	B: 0.1	C: -11	D: 0.4

> COc1ccccc1OCCn1c(-c2ccc(Br)cc2)nc2ccccc2c1=O
  A: 11	B: 0.1	C: -6	D: 0.3

> CC1N=C2c3ccccc3N=C(SCc3cc(=O)n4cc(Cl)ccc4n3)N2C1=O (centres undefined)
  A: 3	B: 0.0	C: 6	D: 1.5

> CC(=O)Nc1nc(Br)sc1Cc1ccc(C)cc1
  A: -8	B: -0.1	C: -5	D: -0.6

Continued, overlapping the part above by two compounds.
Short keys: A = TEAD-YAP inh; B = FBW7 act; C = MITF inh; D = GPR151 activ
> CC1N=C2c3ccccc3N=C(SCc3cc(=O)n4cc(Cl)ccc4n3)N2C1=O (centres undefined)
  A: 3	B: 0.0	C: 6	D: 1.5

> CC(=O)Nc1nc(Br)sc1Cc1ccc(C)cc1
  A: -8	B: -0.1	C: -5	D: -0.6

> CCOC(=O)c1c[nH]c2ccc3c(c(C)c(C)n3C)c2c1=O
  A: 0	B: -0.2	C: 9	D: 0.1

> CCCCC(NC(=O)c1ccccc1Cl)C(=O)O (centres undefined)
  A: -8	B: 0.0	C: -15	D: -1.6

> CCOC(=O)c1ccc(NC(=O)c2sc(NC(=O)c3ccc(Cl)cc3)c(C(=O)OCC)c2C)cc1
  A: 8	B: 0.2	C: 13	D: -0.5

> CCCCCn1c(N/N=C\c2ccc(Br)cc2)nc2c1c(=O)[nH]c(=O)n2C
  A: -1	B: -0.5	C: 7	D: 0.8

> C=C(C)CNC(=O)c1ccc(-c2cc3ccccc3o2)nc1NCc1cccnc1
  A: 1	B: 0.9	C: -1	D: -0.8

> C=C1/C(=C\C=C2/CCC[C@]3(C)[C@@H]([C@H](C)CCCC(C)(C)O)CC[C@@H]23)C[C@@H](O)C[C@@H]1O
  A: 12	B: 0.2	C: 4&7	D: 0.3&-0.2

> CN1CC(c2ccccc2)C2(CCN(Cc3ccccc3)CC2)C1 (centres undefined)
  A: -8	B: -0.1	C: -13	D: 0.0

> Cc1c(Br)c([N+](=O)[O-])nn1CC(=O)NCc1ccc(Cl)cc1
  A: -9	B: 0.2	C: 13	D: 0.4

> Cc1ccc(O)c(NC(=O)COc2ccc(Br)cc2)c1
  A: -3	B: 0.7	C: 7	D: -1.3

> COCCNc1nnc(-c2cnc(C)cn2)s1
  A: -2	B: 0.0	C: 6	D: -0.7

> CCCCNC(=O)CSc1nc2sc(C(=O)OCC)c(C)c2c(=O)n1CC1CCCO1 (centres undefined)
  A: 16	B: 0.1	C: 13	D: 0.3

> CCCOc1ccccc1OCC(=O)NNC(=O)c1ccc(C(C)(C)C)cc1
  A: 13	B: 0.2	C: 8	D: -0.2

> O=C(O)CCCCCN1C(=O)C(O)=C(C(=O)/C=C/c2ccccc2)C1c1ccccc1Cl (centres undefined)
  A: 6	B: -0.1	C: -9	D: 5.0*

> CCOc1ccc(NC(=O)CN(CCc2ccccc2)S(=O)(=O)c2ccc(Cl)cc2)cc1
  A: -7	B: -0.1	C: 0	D: 0.4

> CCOC(=O)c1c(NC(=S)NC(=O)c2ccc(C(=O)OC)cc2)sc2c1CCC2
  A: -1	B: -0.1	C: -1	D: 0.1

> N#Cc1ccccc1NC(=S)NC(=O)c1ccccc1[N+](=O)[O-]
  A: -18	B: 0.0	C: 7	D: 0.2

> Cc1cccc(N2C(=O)CSC2c2ccc([N+](=O)[O-])cc2)c1 (centres undefined)
  A: 0	B: -0.1	C: 2	D: 1.5

> Cc1nc(CC(=O)c2c(C)cc(O)cc2O)cs1
  A: 22	B: 0.5	C: -3	D: -0.8

> COc1cc([N+](=O)[O-])ccc1NC(=O)C1CC(=O)OC12CCCCC2 (centres undefined)
  A: 2	B: 0.5	C: 14	D: -0.7

> C=CCn1c(C)csc1=Nc1ccc(S(=O)(=O)Nc2nc(C)cc(C)n2)cc1
  A: 4	B: 0.1	C: 9	D: -1.8

> CCC(=O)Nc1ccc(Br)c(C)c1
  A: -5	B: -0.1	C: -5	D: -0.7

> COc1ccc(C2=Nc3ccccc3C2=O)cc1
  A: -14	B: -0.2	C: 12	D: -8.4

> O=C(NCc1ccncc1)c1ccc(OC2CCN(C3CCSC3)CC2)cc1 (centres undefined)
  A: 0	B: -0.1	C: -2	D: 9.7*

> COc1ccc(NC(=O)c2c(-c3c(Cl)cccc3Cl)noc2C)cc1
  A: 4	B: 0.1	C: -5	D: -0.6

> Cc1ccccc1NC(=O)CC1NCCNC1=O (centres undefined)
  A: 3	B: -0.1	C: 13	D: 1.1

> COc1ccc(C2=CC(c3cccs3)n3ncnc3N2)cc1 (centres undefined)
  A: -37	B: 0.1	C: -16	D: -1.2

> CN(C(=O)COC(=O)c1ccc(N)c([N+](=O)[O-])c1)c1ccccc1
  A: -17	B: 0.0	C: 0	D: 0.1

> Cc1nc(NC(=O)CSc2nnc(C(C)C)n2C)sc1C
  A: -12	B: 0.0	C: 9	D: -0.3

> COc1cccc2cc(-c3cc(=O)oc4cc(O)ccc34)c(=O)oc12
  A: -2	B: 0.7	C: -1	D: -0.1

> CCCN1CCN(S(=O)(=O)c2ccc(Cl)s2)CC1
  A: 0	B: 0.0	C: 4	D: 0.0

> c1ccc(-c2noc(CN3CCCCC3c3ccccn3)n2)nc1 (centres undefined)
  A: 3	B: 0.0	C: 7	D: 0.0

> Cc1cc(NC(=O)CSc2nc3ccsc3c(=O)n2-c2ccccc2)no1
  A: 3	B: 0.2	C: 12	D: -2.1

> CS(=O)(=O)c1ccc(C(=O)OCC(=O)c2ccc3c(c2)OCCO3)cc1[N+](=O)[O-]
  A: 2	B: -0.1	C: 2	D: 1.4

> O=C(CSc1ncnc2ccccc12)N1CCOCC1
  A: 3	B: 0.0	C: 4	D: -0.5

> Cc1ncc([N+](=O)[O-])n1CC(=O)NC1CCCC1
  A: -4	B: 0.1	C: -7	D: -0.5

> COc1ccc(NC(=O)c2ccc(N3CC4CC(C3)c3cccc(=O)n3C4)c(NC(=O)c3cccnc3)c2)cc1OC (centres undefined)
  A: -7	B: -0.1	C: -7	D: -0.7

> COC(=O)c1ccc2c(=O)n(CCC3=CCCCC3)c(SCc3ccc(OC(F)(F)F)cc3)nc2c1
  A: -4	B: 0.6	C: 2	D: -1.0

> O=[N+]([O-])c1ccc(N2CCc3ccccc3C2)c(S(=O)(=O)N2CCCC2)c1
  A: 5	B: -0.3	C: 11	D: 3.2

> CC(C)NC(=O)C1(S(=O)(=O)c2ccc(Cl)cc2)CC1
  A: -1	B: 0.0	C: 6	D: -0.8

> Cc1ccc(C)c(OCCn2c(-c3ccc(Cl)cc3)nc3ccccc3c2=O)c1C
  A: -5	B: 0.1	C: 1	D: 2.8

> Cc1occc1C(=O)NCCCCNC(=O)c1ccoc1C
  A: -3	B: 0.7	C: 13	D: -0.3

> COc1ccc(CCNC(=O)c2ccccc2NS(C)(=O)=O)cc1OC
  A: 9	B: 0.2	C: 5	D: -0.2

> C/C(=N\NC(=O)c1nc2nc(C)cc(C)n2n1)c1ccccc1
  A: 4	B: 0.4	C: 6	D: 0.4

> CC1(C)CC(=O)c2sc(NC(=O)c3ccc(C#N)cc3)nc2C1
  A: 3	B: 0.0	C: -1	D: 0.0

> COc1ccc(C2(CC(=O)N3CCc4ccccc4C3)CC(=O)N(C)C2=O)cc1 (centres undefined)
  A: -43	B: 0.5	C: 8	D: -1.0

> CCOc1ccc(NC(=O)c2sc3ccccc3c2Cl)cc1
  A: -14	B: 0.1	C: 1	D: -0.6

> C#CCN(C)C(=O)c1c(C(F)(F)F)nc2ccc(C)cn12
  A: 14	B: 0.8	C: 12	D: -1.2

> COc1ccc(NC(=O)CSc2nc3ccccc3o2)cc1
  A: -55	B: 0.6	C: -3	D: 2.6

> CCCn1ncc(CN2CCN(Cc3ccc(F)c(F)c3)C(CCO)C2)c1C (centres undefined)
  A: 5	B: -0.1	C: -3	D: 0.4

> O=C(NCC1CCCO1)c1cc2nc(-c3ccc(Cl)cc3)cc(C(F)(F)F)n2n1 (centres undefined)
  A: -1	B: -0.1	C: -2	D: -1.1

Full records, quoted from the list.
Entry for O=C(CSc1ncnc2ccccc12)N1CCOCC1 → TEAD-YAP inh: 3; FBW7 act: 0.0; MITF inh: 4; GPR151 activ: -0.5
Entry for CCOc1ccc(NC(=O)c2sc3ccccc3c2Cl)cc1 → TEAD-YAP inh: -14; FBW7 act: 0.1; MITF inh: 1; GPR151 activ: -0.6
Entry for COc1cccc2cc(-c3cc(=O)oc4cc(O)ccc34)c(=O)oc12 → TEAD-YAP inh: -2; FBW7 act: 0.7; MITF inh: -1; GPR151 activ: -0.1

(cont.)
Short keys: A = TEAD-YAP inh; B = FBW7 act; C = MITF inh; D = GPR151 activ
> CCOC(=O)c1c(/N=C/c2c(O)n(C)c3ccccc23)sc2c1CCCC2
  A: 8	B: -0.2	C: -2	D: 0.0

> Cc1nc2c(-c3ccc(F)cc3)c(C)nn2c(C)c1CC(=O)NCc1cccnc1
  A: -10	B: 0.1	C: 5	D: -0.8

> COc1cccc(OCc2nnc(SCC(=O)N3CCCC(C)C3)n2C)c1 (centres undefined)
  A: 2	B: 0.0	C: 6	D: 0.1

> Cc1cccc(C(=O)Nc2ccc(C(=O)CN3C(=O)CSC3=O)cc2)c1
  A: 6	B: 0.4	C: 19	D: -0.9

Another view of part of the listing above.
Under each structure: TEAD-YAP inh | FBW7 act | MITF inh | GPR151 activ
> Cn1c(=O)cc(SCC(=O)N2CCCC2)c2ccccc21
→ -5 | 0.0 | 10 | 0.5
> COc1ccc(C2(CC(=O)N3CCc4ccccc4C3)CC(=O)N(C)C2=O)cc1 (centres undefined)
→ -43 | 0.5 | 8 | -1.0
> NC(=O)C1CCN(C(=O)COc2ccc([N+](=O)[O-])cc2)CC1
→ 5 | 0.2 | 8 | -0.3
